# Source: PubChem (National Center for Advancing Translational Sciences (NCATS))
# TRPV1 agonist = HTS Assay for Compounds that Act as Agonists of the Vanilloid Receptor 1. TRPV1-expressing cells, Fluo-8 calcium influx, agonist mode. Transient receptor potential cation channel subfamily V member 1 (Homo sapiens), Q8NER1. activation, % at 8.33 µM. hit rate 0.19% among 320,000; in the data active means activation above about 80%; inconclusive means between about 30% and that limit; further: 0% is about no effect
#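 Fluo-8 calcium influx in TRPV1-expressing cells, kinetic read (ex 480/em 520 nm). Compound added and read 3 min for agonist activity, followed by capsaicin at EC20 final and 2 min further read for enhancement.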
# FBPA coupling cs = qHTS Assay for Inhibitors of Fructose-1,6-bisphosphate Aldolase from Giardia Lamblia: Coupling assay counterscreen. coupling enzyme system counterscreen, AmpLite Red fluorescence. activity change, negative = inhibition, % at 58.2 µM, hits read low. AID 2472, 2010. hit rate 0.67% among 290,000; in the data active means activity change below about -30%; further: on the % scale 0 is the no-effect control and ±100 the full control effect
#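 Activity here indicates interference with the coupling reaction, not aldolase inhibition. Compounds at 57.5 uM final met coupling enzymes for 10 min at RT; substrate and AmpLite Red detection followed, with a 525/598 nm fluorescence read after 20 min.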
# KCNH2 WT inh = qHTS for Inhibitors of KCHN2 3.1: Wildtype qHTS; activity change, % at 1.84 µM; Voltage-gated inwardly rectifying potassium channel KCNH2 (Homo sapiens), Q12809; U2OS, BacMam KCNH2, thallium flux FluxOr; stronger effect = lower value; AID 720551, 2013; hit rate 0.37% among 340,000;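 active means maximum activity change below -70%; inconclusive means maximum activity change between -70% and -50%; inactive means maximum activity change above -50%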; further: on the % scale 0 is the no-effect control and ±100 the full control effect
# Target sequence (Q12809 whole entry, looked up): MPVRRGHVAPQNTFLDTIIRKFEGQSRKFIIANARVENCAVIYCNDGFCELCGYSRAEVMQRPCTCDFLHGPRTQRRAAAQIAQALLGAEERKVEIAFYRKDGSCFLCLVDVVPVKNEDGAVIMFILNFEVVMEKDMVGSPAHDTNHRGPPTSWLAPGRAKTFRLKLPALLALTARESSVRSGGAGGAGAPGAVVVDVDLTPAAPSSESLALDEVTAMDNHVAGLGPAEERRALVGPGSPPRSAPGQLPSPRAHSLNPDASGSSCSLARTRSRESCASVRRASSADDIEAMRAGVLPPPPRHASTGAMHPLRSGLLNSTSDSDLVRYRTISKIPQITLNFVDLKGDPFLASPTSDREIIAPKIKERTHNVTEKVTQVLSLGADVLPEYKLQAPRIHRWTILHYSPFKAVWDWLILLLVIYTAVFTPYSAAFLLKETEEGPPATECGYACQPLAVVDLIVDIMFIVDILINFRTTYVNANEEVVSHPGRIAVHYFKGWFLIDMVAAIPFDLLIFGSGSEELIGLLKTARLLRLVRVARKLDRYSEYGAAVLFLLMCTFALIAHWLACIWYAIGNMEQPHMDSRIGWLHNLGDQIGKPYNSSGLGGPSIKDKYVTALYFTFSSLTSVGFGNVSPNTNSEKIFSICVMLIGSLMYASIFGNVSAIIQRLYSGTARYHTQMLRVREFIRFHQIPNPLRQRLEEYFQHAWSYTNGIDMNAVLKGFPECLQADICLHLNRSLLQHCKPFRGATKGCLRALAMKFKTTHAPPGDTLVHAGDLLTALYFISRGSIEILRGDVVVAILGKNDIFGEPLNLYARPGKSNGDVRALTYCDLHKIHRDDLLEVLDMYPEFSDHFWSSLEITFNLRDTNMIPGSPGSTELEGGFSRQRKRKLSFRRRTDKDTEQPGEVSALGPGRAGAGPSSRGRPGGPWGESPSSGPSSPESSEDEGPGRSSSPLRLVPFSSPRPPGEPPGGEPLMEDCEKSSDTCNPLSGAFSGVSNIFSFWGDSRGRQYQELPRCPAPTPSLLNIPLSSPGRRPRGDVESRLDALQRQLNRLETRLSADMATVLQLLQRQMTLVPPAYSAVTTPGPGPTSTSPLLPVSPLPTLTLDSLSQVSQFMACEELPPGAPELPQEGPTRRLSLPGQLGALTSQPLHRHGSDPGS
#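 U2OS cells were transduced with wild-type KCNH2 virus (2.03 x 10^8 / mL) for 4 h at room temperature, then cultured overnight at 37 C. Thallium flux was read with FluxOr dye. Rate constants were normalized to DMSO controls.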
# Giardia kill = Small Molecules that selectively kill Giardia lamblia: qHTS | Giardia lamblia trophozoite viability | activity change, % at 7.66 µM, hits read low | hit rate 0.15% among 340,000; in the data active means activity change below about -80%; inconclusive means between about -30% and that limit;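 further: parasites exposed to compound for two days anaerobically before the ATP read; on the % scale 0 is the no-effect control and ±100 the full control effect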
#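 Giardia lamblia trophozoites (100 cells/well) were incubated with compounds for 48 h at 37 deg C under anaerobic conditions. Viability was read as ATP content by one-step luminescence after 15-30 min at room temperature.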
# KCNH2 3.1 inh = qHTS for Inhibitors of KCHN2 3.1: Mutant qHTS; U2OS KCNH2 3.1, thallium flux FluxOr; stronger effect = lower value; AID 720553, 2013; hit rate 0.95% among 340,000; Potassium voltage-gated channel subfamily H member 2, brain isoform KCNH2 3.1 (human); activity change, % (tested at about 1.8 µM);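 active means maximum activity change below -70%; inconclusive means maximum activity change from -70% to -50%; inactive means maximum activity change above -50%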;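 further: thallium influx rate constant from kinetic fluorescence after stimulation buffer; on the % scale 0 is the no-effect control and ±100 the full control effect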
#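 U2OS cells transduced with KCNH2 3.1 mutant virus (1.77 x 10^8 /mL, 4 h), plated overnight at 37 C, loaded 45 min with FluxOr dye plus Red40 quencher. Thallium flux rate constant from kinetic reads after stimulation buffer, normalised to controls.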
# B2AR arrestin = qHTS assay of beta-arrestin-biased ligands of beta2-adrenergic receptor; beta-arrestin recruitment to beta2AR, cell-based reporter; Potency, µM (series often up to 46.1 µM), for the others: top-dose activation, usual class: activators; hit rate 0.02% among 330,000; AID 492947, 2010;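 further: potency means the concentration at half of the fitted maximal effect; 0% = DMSO controls and full agonism = EC100 isoproterenol or metaproterenol; nearly all actives have a fitted effect of over 65% in size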
# USP2a inh = qHTS Assay for Inhibitors of Ubiquitin-specific Protease USP2a Using CHOP2 as the Reporter; USP2 core, Ub-CHOP2 coupled fluorogenic reporter, 485/531; Ubiquitin carboxyl-terminal hydrolase 2 (Homo sapiens), O75604; hit rate 0.01% among 330,000; Potency, µM (highest dose often 38.3 µM), inactives show at the top dose activity change, negative = inhibition, actives largely listed as inhibitors;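 further: potency means the concentration at half of the fitted maximal effect; plate controls were DMSO wells for no effect and full inhibition by NEM control for full effect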
#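 Cell-free coupled assay: 10nM USP2 core preincubated 30min RT with compound in Tris-HCl pH 8.0/CaCl2/CHAPS buffer, then 25nM Ub-CHOP2 and 25nM reporter substrate; fluorescence (Ex 485/Em 531) read after 60min RT, normalized to NEM inhibition, concentration-response curves fitted.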
# GALK inh = qHTS Assay for Inhibitors of Human Galactokinase (GALK) | P51570 | Purified GALK, Kinase-Glo residual ATP luminescence | Potency, µM (series often up to 57.5 µM), inactives show at the highest dose activity change, negative = inhibition, most hits filed as inhibitors | hit rate 0.007% among 270,000 | AID 1868, 2009; further: potency means the concentration at half of the fitted maximal effect; on the % scale 0 is the no-effect control and ±100 the full control effect
#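 ATP-depletion format; final 35 uM ATP, 100 uM D-galactose, 5 nM enzyme; pH 8.0 HEPES/Mg2+ buffer; 60 min RT; luminescence read 10 min after detection reagent.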
# Menin MLL FP TR = qHTS Assay for Inhibitors Targeting the Menin-MLL Interaction in MLL Related Leukemias: Competition With Texas Red Labeled MLL-derived Mutant Peptide. AID 1768, 2009. O00255. hit rate 0.23% among 270,000. Menin + Texas Red MLL mutant peptide, fluorescence polarization. Potency, µM (titrated, usually from 61.6 µM), without a hit: at the highest dose FP activity change, negative = inhibition, hits mostly inhibitors; active means well fitted inhibition curve with a large enough effect in the polarisation, with a control signal flat, not every such curve was filed as active; inconclusive means small, poorly fitted or top-dose-only effect, or effect the other way, or a change in a side signal; inactive means no such curve, though single readings can be large or run the other way; the % refers to the polarisation; further: potency means the concentration at half of the fitted maximal effect; % of control where 0% means no effect; many of its hits are not listed in these tables
# PKM2 act = qHTS Assay for Activators of Human Muscle isoform 2 Pyruvate Kinase; Pyruvate kinase PKM (Homo sapiens), P14618; purified PKM2, Kinase-Glo ATP luminescence, activation; response scale: 0% is enzyme alone, no compound; Potency, µM (titrated, usually from 57.5 µM), inactives show top-dose activation, actives largely listed as activators; hit rate 0.34% among 260,000; further: potency means the concentration at half of the fitted maximal effect; on the % scale 0 is the no-effect control and ±100 the full control effect; nearly all actives have a fitted effect of over 55% in size
#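 hPK-M2, >95% pure; 0.1 mM ADP / 0.5 mM PEP final; imidazole pH7.2 buffer w/ 7 mM MgCl2, 50 mM KCl; 1 h RT; Kinase-Glo lum. Intermediate enzyme activity for dual inhibitor/activator qHTS.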
# MLL CXXC-DNA inh = qHTS Fluorescence Polarization Assay for Inhibitors of MLL CXXC domain - DNA interaction | Histone-lysine N-methyltransferase 2A (Homo sapiens), Q03164 | MLL-CXXC / FITC-HOXA9 DNA fluorescence polarization | Potency, µM (series often up to 115 µM), without a hit: at the top dose activity change, negative = inhibition, most hits filed as inhibitors | hit rate 0.037% among 290,000; active means well fitted inhibition curve with a large enough effect in the polarisation, with a control signal flat, not every such curve was filed as active; inconclusive means small, poorly fitted or top-dose-only effect, or effect the other way, or a change in a side signal; inactive means no such curve, though single readings can be large or run the other way; the % refers to the polarisation; further: potency means the concentration at half of the fitted maximal effect
#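 Purified MLL-CXXC (added from a 7 uM solution) was preincubated 5 min at ambient with pinned compounds in 50 mM Tris-HCl pH 7.5, 50 mM NaCl, 1 mM DTT, 0.05% BSA. Fluorescein-labeled HOX-A9 DNA (50 nM solution) followed, 30 min, then polarization read.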
# * hit, by the source's call; ? = inconclusive; / = no result given; [ ] = another dose, or the depositor's remark. Unless noted, the call rests on the fitted dose curve; in most records, active means well fitted curve in the direction sought with a large enough effect; inconclusive means small, poorly fitted or top-dose-only effect, or another doubt; inactive means no such curve, though single readings can be large; an effect the other way counts as inactive or inconclusive. This is a subset (hit frequency here may not be typical).
# Below each compound: PKM2 act	GALK inh	Giardia kill	MLL CXXC-DNA inh	TRPV1 agonist	USP2a inh	FBPA coupling cs	B2AR arrestin	KCNH2 WT inh	KCNH2 3.1 inh	Menin MLL FP TR
> COc1ccccc1-c1nn(-c2ccccc2)cc1C(=O)NCC(c1ccco1)N1CCCC1 (stereo not given)
    /	/	20	/	7	3%	/	0.3%	17	-35	/
> Nc1nc2n(n1)C(c1cccc(Br)c1)CC(c1ccc(F)cc1)N2 (stereo not given)
    5%	0%	?	-3%	-3	0%	-2	-0.6%	6	-4	-23%
> COc1cccc(CNc2ccc([N+](=O)[O-])cc2Cl)c1O
    ?	0%	11	7%	-3	1%	0	-0.1%	-11	-2	?
> C=C(C)CNC(=S)N/N=C/c1ccc([N+](=O)[O-])cc1
    -1%	2%	11	-6%	2	-4%	1	0.7%	26	-4	19%
> CCOC(=O)N(C)OC(=O)Nc1ccc(Cl)c(Cl)c1
    3%	6%	24	103%[activator]	2	-5%	0	0.1%	-7	3	29%
> Cc1cc(NC(=O)c2c(Cl)cccc2Cl)no1
    0%	5%	7	3%	2	4%	-4	-0.2%	-26	-15	12%
> CC(=O)N1CC(C)Oc2ccc(S(=O)(=O)Nc3ccc(Cl)cn3)cc21 (stereo not given)
    /	-2%	-6	26%	1	3%	8	0.2%	-2	17	-5%
> O=C(COC(=O)c1ccccc1Nc1ccccc1)NCc1ccccc1
    1%	0%	0	1%	?	3%	5	-0.8%	2	-4	-7%
> Cc1ccc(S(=O)(=O)Nc2cc(C(C(=O)OC(C)C)C(=O)C(F)(F)F)c(O)c3ccccc23)c(C)c1 (stereo not given)
    18%	-1%	2	-1%	2	-2%	-7	9.4%	-14	4	12%
> COC(=O)c1cc(S(=O)(=O)NCc2ccc(Br)cc2)c[nH]1
    /	-1%	-21	16%	4	2%	/	-0.1%	10	-5	/
> O=C(NC1CCCC1)c1cccc(Cl)c1
    -10%	1%	2	4%	14	0%	0	2.8%	0	-3	2%
> CCOC(=O)c1c(-c2ccc(C)cc2)csc1NC1=NS(=O)(=O)c2ccccc21
    1%	0%	7	7%	-6	0%	3	0.3%	0	-19	-1%
> Cc1cc(=O)[nH]c(N/N=C/c2c(O)n(-c3ccccc3)c(=O)c3ccccc23)n1
    -1%	-1%	0	?	-6	0%	2	-1.2%	5	7	?
> CCCNCc1cc(OC)c(OCCC)cc1Cl
    -15%	0%	-1	30%	3	-6%	-1	-0.3%	15	2	6%
> Cc1cc(C)c(OCCCCn2cnc3ccccc3c2=O)c(C)c1
    -3%	6%	-10	-2%	9	-1%	-2	-0.6%	-2	5	0%
> C/C(Cc1ccccc1)=N\NC(=O)CNC(=O)c1ccc(F)cc1
    2%[0.46 µM]	3%	-2	-3%	1	3%	1	0.4%	0	-8	4%
> COc1cc(NC(=O)CNC(c2ccccc2)c2ccccc2)cc(OC)c1OC
    /	-2%	-3	1%	-2	-1%	-1	0.4%	-7	17	?
> CNC(=O)NC(=O)C(C)OC(=O)CCCc1nc2ccccc2s1 (stereo not given)
    -1%	11%	4	9%	1	1%	3	-0.2%	-1	5	-23%
> O=C(NCc1ccc(Cl)cc1)c1ccccc1CCc1ccccc1
    1%	0%	-24	-9%	7	3%	1	-0.3%	-2	-16	0%
> COc1ccccc1CN(Cc1nc2ccccc2c(=O)[nH]1)C(=O)Nc1cccc(C)c1
    -3%	0%	-11	5%	-2	-9%	-4	11%	-1	4	4%
> Cc1noc(C)c1C(=O)N1CC(C)OC(C)C1 (stereo not given)
    3%	0%	13	-7%	0	3%	-2	0.0%	2	10	1%
> COc1ccc(C(=O)Nc2cccc(-c3csc(C)n3)c2)cc1S(=O)(=O)N1CCCC1
    /	/	1	/	4	3%	/	-0.1%	-19	5	/
> O=C(O)CC1CCS(=O)(=O)C1 (stereo not given)
    6%	5%	-14	7%	0	0%	3	-0.1%	1	-1	-10%
> COc1ccc(C(=O)NCCc2ccc(F)cc2)cc1OC
    -1%	-2%	0	0%	-3	1%	-1	-0.2%	-9	2	1%
> C=CCn1c(-c2ccc3ncccc3c2)n[nH]c1=S
    -2%	1%	23	6%	1	2%	2	-0.8%	-10	-18	/
> CCOc1ccc(C(=O)c2cc([N+](=O)[O-])ccc2N2CCOCC2)cc1
    -4%	/	5	1%	7	1%	0	-1.0%	12	-22	8%
> CCC(C)(C)NC(=O)CN(Cc1cccs1)C(=O)CNS(=O)(=O)c1ccc(F)cc1
    7%	0%	5	16%	-2	3%	0	-0.5%	-2	-7	4%
> COc1ccc2c(c1)C(=C(C#N)C#N)C(=O)N2CCc1ccccc1
    -5%	-2%	1	-18%	3	-5%	-36*	-0.5%	8	0	/
> CN(C)S(=O)(=O)c1ccc2c(c1)nc(CCC(=O)Nc1ccc3c(c1)OCO3)n2C
    -19%	1%	-1	17%	-1	0%	-3	-0.5%	-7	-22	-18%
> COc1ccccc1S(=O)(=O)Cc1ccc(C(=O)NCC2CCCO2)o1 (stereo not given)
    -5%	-1%	-11	-1%	-5	1%	1	-0.2%	4	22	0%
> CO/N=C/c1ccc(N2CCN(C(=O)c3ccc(F)cc3)CC2)c([N+](=O)[O-])c1
    -8%	3%	25	0%	18	-4%	-6	0.0%	9	-102*	-22%
> Cn1c(=O)c2c(nc(N3CCNCC3)n2Cc2cccc3ccccc23)n(C)c1=O
    -2%	-1%	13	5%	4	1%	3	-0.3%	-2	-34	1%
> CC[C@]12c3[nH]c4ccccc4c3CCN1C(=O)C(CC(=O)NCCN1CCOCC1)C[C@@H]2C(=O)N1CCN(C(=O)C2CC2)CC1 (stereo not given in full)
    /	/	-4	/	/	-5%	/	-1.3%	-114*	6	/
> O=C(O)c1ccccc1OCCOc1ccccc1C(=O)O
    2%	0%	-7	4%	-9	3%	-1	-0.2%	9	-7	22%
> CCC(NC(=O)COc1ccc([N+](=O)[O-])cc1)c1ccccc1 (stereo not given)
    -2%	0%	/	-3%	10	5%	3	-0.2%	/	/	-5%
> COc1ccc(-c2noc(-c3ccc(C)cc3)n2)cc1
    1%	0%	2	-4%	-1	2%	-1	-0.6%	-6	6	1%
> COc1ccc(NC(=O)CCN2CCN(S(=O)(=O)c3cc(Cl)ccc3OC)CC2)cc1
    -1%	-1%	9	12%	1	-1%	0	0.3%	8	-12	6%
> O=C(O)CCN1Cc2ccccc2C1=O
    -1%	-4%	11	5%	-1	4%	0	0.4%	-2	8	-11%
> COC(=O)Cc1cc(OC)c(OC)cc1S(=O)(=O)N(C)C
    -15%	2%	4	13%	-4	0%	0	-0.1%	-25	-19	-10%
> Cc1ccc(NC(=O)CN(C)C(=O)c2ccc(Sc3nncn3C)c([N+](=O)[O-])c2)cc1
    /	/	-6	/	-2	0%	/	0.2%	5	-17	/
> CSc1ncc(C(=O)Nc2cccc(Cl)c2C)c(C)n1
    /	/	7	5%	?	-2%	-5	-1.1%	2	0	18%
> O=C(c1ccc(N2C(=O)CCC2=O)cc1)N1CCN(c2ccccc2)CC1
    2%	0%	32[activator]	1%	1	-1%	3	0.0%	-2	-1	29%
> COc1ccc(/C(C)=N/N2CCOCC2)c(O)c1
    0%	0%	22	-2%	-1	1%	-2	0.6%	0	18	/
> Cc1ccc(CN2CCC(Oc3cccc(C(=O)NCc4cccnc4)c3)CC2)o1
    /	-2%	15	2%	9	1%	/	-0.4%	9	-4	/
